Compound activity (PubChem BioAssay)
ARNT-TACC3 inh = disruptors of ARNT/TACC3 protein interaction, primary screen, biochemical, AlphaScreen, single concentration. AlphaScreen His-ARNT PAS-B/GST-TACC3 binding, luminescence; TACC3 fragment carries E629A point mutation. 390,000 compounds, 0.66% hits. AID 623870, 2012. inhibition, % at 9.99 µM;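 active = mean inhibition of replicates at least 50% and at least half of replicates each reaching 50%; inconclusive = half or more replicates reach 50% but mean below 50%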;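 also: 0% = complete ARNT plus TACC3 wells and 100% = ARNT alone without TACC3; many hits fall short of the cut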
LGR2 inh = inhibitors of bursicon-induced LGR2 CRE-luciferase signal, primary screen, cell-based, HEK293, CRE-luciferase reporter, bursicon stimulation | Drosophila bursicon receptor LGR2 (rickets) | bursicon-stimulated, 4 h | inhibition, % at 9.99 µM | 380,000 compounds, 0.35% hits | AID 720647, 2013;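 active = drop in luminescence signal, shown as inhibition above about 50% in the replicate tests, limit read from the data, passing the limit was not always enough; inconclusive = probably only some replicates passing the limit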;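 also: agonist challenge used bursicon conditioned medium at about half maximal strength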
C2C12 statin = suppressors of statin myotoxicity in C2C12 myotubes, primary screen, cell-based, single point, plate reader; rescue of ATP level, % at 7.49 µM; C2C12 myotubes + simvastatin, ATP luminescence, 48 h; scaled: DMSO 0, geranylgeraniol control 100; AID 602340, 2012; 330,000 compounds, 0.78% hits;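 active = mean ATP rescue above about 67%, or every replicate alone reaching that limit, limit read from the data, passing the limit was not always enough; inconclusive = no clear call, values can overlap the other calls; inactive = mean under the limit and some replicate under it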;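 also: myotubes were challenged with 10 µM simvastatin during compound exposure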
PGC1a acetyl inh = inhibitors of PGC1a acetylation signal, primary screen, cell-based, U2OS, AlphaScreen, inhibitor mode. 350,000 compounds, 0.17% hits. AlphaScreen anti-acetyl-lysine; with virally co-expressed GCN5 acetyltransferase. inhibition, % at 15.6 µM;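 active = every replicate shows inhibition of at least 40%; inconclusive = mean inhibition at least 40% but some replicate below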;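 also: 0% = neutral control wells and 100% = positive control wells; some results beyond the cut were filed as inactive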
GSIS activator = GLuc luminescence reporter in INS-1E cells, primary screen for activators of glucose-dependent secretion of insulin. INS-1E GLuc reporter insulin secretion, 2-3 h. activation, % at 16.6 µM. 370,000 compounds, 0.61% hits;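 active = lowest replicate activation of at least 40%, so every replicate reaches that level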;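 also: 0% = median of neutral control wells and 100% = median of IBMX positive control wells; some compounds called inactive have numbers as strong as hits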
PAX8 reporter = inhibitors of PAX8-driven TPO luciferase reporter, primary screen, RMG-I cells, single concentration. 360,000 compounds, 1.2% hits. SteadyGlo, 24 h. inhibition, % at 12.6 µM;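 active = mean replicate inhibition at least 60% with every replicate also reaching 60%; inconclusive = only one of the two criteria is met; inactive = mean below 60% and not all replicates reaching 60%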;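 also: luciferase light reporting Pax8 driven TPO promoter activity; plate controls were median of neutral control wells for no effect and mitoxantrone controls for full effect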
PglD inh = C. jejuni PglD acetyltransferase inhibitors, primary screen, biochemical, DTNB colorimetric, single point; UDP-N-acetylbacillosamine N-acetyltransferase PglD (Campylobacter jejuni); purified PglD enzyme, DTNB colorimetric CoA detection; inhibition, % at 12.5 µM; 360,000 compounds, 0.098% hits; AID 602405, 2012; in the data active = inhibition above about 16%, passing the limit was not always enough; inconclusive = no clear call, values can overlap the other calls; also: strong numbers were not always called active
Cneo AK release = Cryptococcus neoformans cell lysis inducers, primary screen, AK release luminescence, single concentration; 360,000 compounds, 0.2% hits; C. neoformans lysis, adenylate kinase release luminescence, 4 h; normalised: neutral wells 0, clomiphene wells 100; AID 651654, 2012; lysis activity, % at 15 µM;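 active = mean lysis activity across replicates of at least 80%, whatever share of replicates individually reach that level; inactive = mean lysis activity below 80%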
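Test system: log-phase Cryptococcus neoformans yeast cells. Input: 5 × 10^6 yeast cells/mL. Medium: fresh YPD growth medium. Doses: single dose. Incubation: static 4 h at 37 °C with compound, 1 h detection. Measured by: luminescent adenylate kinase detection reagent. Read-out: signal increase indicating cell lysis. Benchmarks: Clomiphene.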
Numbers without * were called inactive; ? = inconclusive; . = no result given; & = joins results of further samples.

Structure	ARNT-TACC3 inh	LGR2 inh	C2C12 statin	PGC1a acetyl inh	GSIS activator	PAX8 reporter	PglD inh	Cneo AK release
Cc1c(Cc2ccccc2)sc(NC(=O)c2ccco2)c1C(N)=O	-11	-24	9	10	86*	.	4	1
CC(C)[C@H](NC(=O)CCn1nnc2ccccc2c1=O)C(=O)O	-5	.	1	3	.	-5	2	1
NC(=O)c1c(NC(=O)c2ccc(S(=O)(=O)N3CCOCC3)cc2)sc2c1CCCCC2	-7	16	.	.	-4	2	.	.
c1ccc(-c2nnc(OCc3cccnc3)c3ccccc23)cc1	-6	15	-1	-7	4	-13	-3	-1
Cc1cccc(C)c1OCC(=O)OCC(=O)Nc1ccc(Cl)cn1	0	0	3	-3	25	-4	1	1
COc1ccc(NC(=O)CN(C)C(=O)CC2CCCCC2)cc1	4	16	6	15	-9	-10	-6	-6
CC(=O)OC(C)C[N+](C)(C)C (stereo not drawn)	3	5	18	0	9	0	-3	1
COCCC(=O)N1CCCC(N2CCN(c3ccc(F)cc3)CC2)C1 (stereo not drawn)	25	-4	0	.	8	11	8	0
CC1CCCN(C(=O)CNC(=O)c2cccs2)C1 (stereo not drawn)	-5	-39	-1	1	2	-116	1	0
CCOC(=O)c1c(C)oc2c1c(C(c1ccccc1)N1CCOCC1)c(O)c1ccccc12 (stereo not drawn)	-5	.	-1	.	.	-12	-5	-1
C[C@H](CO)N1C[C@H](C)[C@@H](CN(C)C)Oc2ccc(NC(=O)CCCCCC(=O)Nc3ccccc3N)cc2CC1=O	-15	7	2	8	9	0	8	52
C[C@@H]1CCCCO[C@H](CN(C)Cc2ccc(C(=O)O)cc2)[C@H](C)CN([C@@H](C)CO)C(=O)c2cc(NS(=O)(=O)c3ccc(F)cc3)ccc2O1	-4	17	.	-5	11	0	1	-12
CC(=O)NC1CSCC1OC(C)=O (stereo not drawn)	-2	.	12	-1	.	.	-3	-2
CC(C)CNC(=S)NNC(=O)c1csc2c1CCCC2	-3	.	-2	5	4	.	2	0
Cc1ccc(S(=O)(=O)Nc2ccc3c(c2)CC(=O)N([C@H](C)CO)C[C@H](C)[C@H](CN(C)S(=O)(=O)c2ccc(C)cc2)O3)cc1	-31	-13	?	6	-5	7	3	-2
CCOC(=O)/C(C#N)=C1/C=CNC(=O)N1	6	.	.	0	.	.	-2	1
O=C(NNc1cccc(Cl)n1)Nc1cccc(Cl)c1	0	.	-1	3	.	15	-3	-1
C[C@@H]1CN([C@@H](C)CO)C(=O)c2cc(Br)cnc2O[C@H]1CN(C)C(=O)CN1CCOCC1	-10	-15&-1	4	-6&7	4&4	-9	-1&0	2&16
O=c1ccc2cc(S(=O)(=O)NCc3ccccc3)ccc2[nH]1	-4	13	-6	-2	.	-12	-5	0
CC(C)(C)C(=O)Nc1c(Cl)cccc1OC(F)(F)F	24	-9	.	.	9	-2	.	.
O=C(CNC(=O)c1cccc(Br)c1)N/N=C/c1cccnc1	-7	6	2	0	-4	-12	1	0
O=C(NNC(=O)C1CCCC1)c1cc([N+](=O)[O-])cc([N+](=O)[O-])c1	.	-5	2	.	3	-7	4	1
C[C@@H]1CCCCO[C@H](CN(C)C(=O)Nc2ccccc2)[C@H](C)CN([C@@H](C)CO)C(=O)c2cc(NS(=O)(=O)c3ccc(Cl)cc3)ccc2O1	-23	-17	.	-34	9	5	0	0
CCCOc1ccc(-c2nc(SCc3ccccc3)[nH]c(=O)c2C#N)cc1OC	-3	6	-9	1	4	-6	1	0
CC(C)NC(=O)N(C)C[C@H]1Oc2c(NC(=O)c3ccncc3)cccc2C(=O)N([C@@H](C)CO)C[C@@H]1C	-5	14	3	4	12	-11	1	-2

Continuation.
Structure	ARNT-TACC3 inh	LGR2 inh	C2C12 statin	PGC1a acetyl inh	GSIS activator	PAX8 reporter	PglD inh	Cneo AK release
CO[C@@H]1CN(C)C(=O)c2ccc(NC(=O)CC(F)(F)F)cc2OC[C@H](C)N(C(C)=O)C[C@@H]1C	.	-8	.	-1	2	-4	.	.
Cc1cc(C(=O)O/N=C(\N)c2ccc(C(C)(C)C)cc2)no1	.	-65	.	0	7	-214	2	19
Cc1noc(C)c1NC(=O)Nc1ccc2c(c1)C(=O)N([C@H](C)CO)C[C@H](C)[C@@H](CN(C)C(=O)Nc1c(C)noc1C)OCCCC[C@@H](C)O2	-6	-7	.	-6	49	-14	-4	2
CC(C)NC(=O)N[C@H]1CC[C@@H](CCn2cc(-c3ccc(F)cc3)nn2)O[C@H]1CO	1	9	-7	5	-9	2	2	1
COc1cc(OC)cc(-c2nnc(NC(=O)c3ccc4c(c3)OCCO4)o2)c1	3	-11	-6	13	5	-5	-3	2
O=C(C[C@H]1CC[C@H]2[C@@H](COC[C@@H](O)CN2C(=O)c2ccccc2)O1)NC1Cc2ccccc2C1	-3	-2	0	0	4	-5	-1	-1
CC(C)N(C(=O)[C@H]1C[C@H](CC(=O)NCc2cccc(C(F)(F)F)c2)C(=O)N2CCc3c([nH]c4cc(-c5ccco5)ccc34)[C@]12C)C(C)C	-1	1	-3	-20	24	19	-3	0
C[C@H](CO)N1C[C@H](C)[C@@H](CN(C)C(=O)Nc2ccc(F)cc2)Oc2ccc(NC(=O)C3CCCCC3)cc2CC1=O	3	-9	-12	1	1	6	-3	2
Cc1ccccc1NC(=O)c1ccc(NC(=O)c2ccco2)cc1	-4	.	-6	-7	-20	.	4	3
COC(=O)c1cc2ccccc2n1Cc1ccc(Cl)nc1	-6	-8	14	1	12	-2	-3	-1
O=C(C[C@@H]1CC[C@H]2[C@@H](COC[C@@H](O)CN2C(=O)c2ccccn2)O1)N1CCN(c2ccccc2)CC1	8	-15	-12	1	3	-2	0	-2
O=C(NC1CCC1)[C@@H]1[C@@H](CO)[C@@H]2Cn3c(ccc(-c4ccncc4)c3=O)[C@@H]2N1CC1CC1	2	5	6	.	3	.	2	-1
CC(C)CNC(=O)CC(=O)N/N=C/c1ccc(F)cc1	-8	12	.	.	3	40	-1	0
Cn1c2c(c(=O)n(C)c1=O)C1c3cc(Cl)ccc3OCC1CO2 (stereo not drawn)	-4	.	21	-8	.	.	-1	-2
O=C(CSc1nnc(-c2ccc(C(F)(F)F)cn2)o1)Nc1cccc(Cl)c1	7	-34	.	-4	-1	-99	1	1
Cc1[nH]c2ccccc2c1Cc1nnc(SCc2ccccc2)o1	.	6	28	-3	-2	32	6	-1
COC(=O)[C@H](Cc1c[nH]c2ccccc12)NCc1cccc(B(O)O)c1	2	-16	6	-8	-2	-12	1	1
CN1C(=O)c2ccccc2C(C(=O)NCc2ccco2)C1c1c[nH]c2ccccc12 (stereo not drawn)	0	.	25	-12	.	.	6	-1
CC(=O)c1cccc(NC(=O)N2CCC(NC(=O)C3CCCCC3)CC2)c1	-6	28	56	3	1	-13	-4	-2
COc1cccc(C2CC(=O)Nc3cc4c(cc32)CCC4)c1 (stereo not drawn)	.	14	-21	.	-49	36	.	.
Cc1cc(C)c(S(=O)(=O)N2CCCCC2CCNC(=O)C(=O)NCc2ccco2)c(C)c1 (stereo not drawn)	-3	6	7	.	4	48	-1	-1
COCC(=O)N(C)C[C@@H]1Oc2cc(C#CC(C)C)ccc2S(=O)(=O)N([C@H](C)CO)C[C@@H]1C	-2	1	38	8	5	-8	-2	1
CC(C)CC#Cc1ccc2c(c1)O[C@@H](CN(C)C(=O)Nc1ccccc1F)[C@H](C)CN([C@@H](C)CO)S2(=O)=O	2	-23	-20	-5	-9	.	1	-2
COc1ccccc1CC(=O)Nc1cccc(C(=O)NN2C(=O)c3ccccc3C2=O)c1	-1	4	.	.	-6	14	.	.
C[C@@H]1CN([C@H](C)CO)C(=O)c2cc(NS(=O)(=O)c3cn(C)cn3)ccc2O[C@H]1CN(C)CC1CCCCC1	-13	-6	0	-6	3	.	4	11

(further entries)
Structure	ARNT-TACC3 inh	LGR2 inh	C2C12 statin	PGC1a acetyl inh	GSIS activator	PAX8 reporter	PglD inh	Cneo AK release
Cc1cccc(C(=O)Nc2oc(-c3ccccc3)cc2C#N)c1	0	6	-3	-11	7	.	-4	-2
O=C(NCc1ccco1)C(c1cccnc1)N(C(=O)Cn1nnc2ccccc21)c1ccccc1 (stereo not drawn)	.	8	.	3	12	.	-4	0
N#CC(=C1SC=CS1)c1nc(-c2ccccc2)cs1	7	-38	43	0	9	.	1	2
C=C1CCN([C@H](C(=O)OCc2ccc(C)cc2)C(C)C)S(=O)(=O)c2ccccc21	-2	-4	1	.	-13	5	2	2
COc1cc(CNC(=O)C2CC2)ccc1OCc1ccccc1	5	-48	-35	.	9	-77	0	-1
C[C@@H]1CN([C@@H](C)CO)C(=O)Cc2cc(N(C)C)ccc2O[C@H]1CN(C)CC1CC1	-5	-7	-26	-11	0	7	3	0
CC(C)(C)OC(=O)C[C@@H]1C/C=C\C[C@H](CC(=O)N(CCO)Cc2ccccc2)C(=O)NC[C@@H](c2ccccc2)OC1=O	-3	-12	4	9	19	-2	1	1
CC(C)(C)c1ccc(C(=O)NN2CCOCC2)cc1	-8	-15	.	.	6	.	-2	-1
Cc1ccccc1-c1nnc(CN2CCC(C)CC2)o1	-3	-43	3	0	7	-37	-1	-1

Results in Cneo AK release (2 entries from above):
| structure | Cneo AK release |
| --- | --- |
| Cc1cccc(C(=O)Nc2oc(-c3ccccc3)cc2C#N)c1 | -2 |
| O=C(NCc1ccco1)C(c1cccnc1)N(C(=O)Cn1nnc2ccccc21)c1ccccc1 (stereo not drawn) | 0 |
